Screening results deposited in PubChem BioAssay by several laboratories.
Avidin fluor: compound fluoresces at 488/530 nm on avidin beads; 220,000 tested, 0.38% active; compound fluorescence 488/530 nm, flow cytometry; hits give high values; fluorescence (KMESF) at 10 µM; in the data active means fluorescence above about 47; further: inactives centre near 10
RGS7-Gao reg: modulates binding of RGS7 to human Galphao. P09471. Multiplexed bead flow cytometry; actives lie on both sides. binding response (% of control), % at 10 µM. 220,000 tested, 0.35% active. AID 1439; in the data active means binding response below about 49% or above about 150%; inconclusive means no clear call, values can overlap the other calls; inactive means in between;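 further: fluorescent Galphao held in activated GDP-AlF4 state binding bead-coupled RGS7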
Mcl1 Noxa PPI: disrupts binding of human Mcl-1 to Noxa peptide. TR-FRET Mcl-1/Noxa peptide binding, 2 h. inhibition, % at 21.7 µM. 220,000 tested, 1.5% active;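 active means compounds that cut the protein-peptide binding signal by more than 50% relative to plate controls in a single-dose test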;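 further: His-tagged Mcl-1 with rhodamine Noxa BH3 peptide and terbium anti-His antibody; 0% = Mcl-1 plus Noxa peptide wells and 100% = peptide-only wells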
ABCB1 inh: human ABCB1 inhibition, ABCG2 as counter-screen; CCRF-Adr cells, JC-1 efflux, flow cytometry; P08183; AID 1326; 190,000 tested, 0.067% active; inhibition, % at 6.6 µM; in the data active means inhibition above about 40%;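 further: 0% = vehicle and 100% = reference inhibitor; higher value means more JC-1 retained so stronger ABCB1 efflux block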
Target sequence (P08183 whole entry, looked up): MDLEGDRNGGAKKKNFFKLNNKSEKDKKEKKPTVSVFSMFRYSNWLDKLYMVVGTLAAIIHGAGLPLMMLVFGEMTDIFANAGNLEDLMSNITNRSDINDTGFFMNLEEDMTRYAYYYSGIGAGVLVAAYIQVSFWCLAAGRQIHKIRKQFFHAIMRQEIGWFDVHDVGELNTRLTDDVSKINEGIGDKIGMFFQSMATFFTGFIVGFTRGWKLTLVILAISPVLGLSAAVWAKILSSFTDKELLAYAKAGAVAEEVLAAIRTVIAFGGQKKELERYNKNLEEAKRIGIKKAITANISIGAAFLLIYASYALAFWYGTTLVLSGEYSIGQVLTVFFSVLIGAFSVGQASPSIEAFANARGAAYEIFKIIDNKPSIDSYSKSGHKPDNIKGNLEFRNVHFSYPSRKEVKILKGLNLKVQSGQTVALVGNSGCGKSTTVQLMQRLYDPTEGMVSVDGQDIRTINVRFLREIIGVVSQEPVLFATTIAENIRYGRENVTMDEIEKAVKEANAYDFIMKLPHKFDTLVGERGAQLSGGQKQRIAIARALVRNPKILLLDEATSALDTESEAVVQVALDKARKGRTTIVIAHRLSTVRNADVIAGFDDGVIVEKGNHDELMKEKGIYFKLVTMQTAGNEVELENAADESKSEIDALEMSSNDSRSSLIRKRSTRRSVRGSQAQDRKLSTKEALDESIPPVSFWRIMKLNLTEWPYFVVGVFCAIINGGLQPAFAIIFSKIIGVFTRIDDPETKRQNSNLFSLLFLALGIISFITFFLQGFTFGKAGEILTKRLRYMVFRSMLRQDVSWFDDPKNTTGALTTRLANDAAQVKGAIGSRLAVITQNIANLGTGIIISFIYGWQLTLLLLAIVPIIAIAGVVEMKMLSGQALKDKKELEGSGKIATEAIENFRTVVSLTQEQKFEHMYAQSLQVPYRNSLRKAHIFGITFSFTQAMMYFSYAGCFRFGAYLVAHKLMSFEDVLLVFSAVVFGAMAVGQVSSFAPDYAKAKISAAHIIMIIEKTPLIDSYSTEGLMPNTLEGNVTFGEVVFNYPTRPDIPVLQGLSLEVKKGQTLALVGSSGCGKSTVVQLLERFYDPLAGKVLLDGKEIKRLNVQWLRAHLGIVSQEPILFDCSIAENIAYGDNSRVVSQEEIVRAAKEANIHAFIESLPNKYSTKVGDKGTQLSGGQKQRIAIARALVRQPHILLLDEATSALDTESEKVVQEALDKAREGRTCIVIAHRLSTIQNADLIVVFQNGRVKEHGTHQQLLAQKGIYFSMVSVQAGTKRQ
GSH bead fluor: compound fluoresces at 488/530 nm on GSH beads; 190,000 tested, 0.25% active; AID 1776; fluorescence (KMESF) at 10 µM; GSH beads flow cytometry, compound fluorescence 488/530 nm; hits give high values; in the data active means fluorescence above about 89;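 further: glutathione beads carrying GST-tagged Bcl family fusion proteins plus one bare bead set; values are compound well signal with DMSO vehicle wells as background; inactives centre near 16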
Pf gamet viab: inhibitors of late stage P. falciparum gametocyte viability. P. falciparum stage V gametocytes, ATP luminescence, 24 h. inhibition, % at 10.9 µM. 150,000 tested, 0.065% active. AID 743093;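 active means inhibition above the mean plus 3 SD of compounds within the control limits, set per campaign, cut at about 38% in these data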;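 further: 0% = DMSO wells and 100% = medium only without gametocytes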
RGS8-Gao: regulators of human RGS8-Galphao interaction; 220,000 tested, 0.34% active; AID 1423; response (percent of control binding), % at 10 µM; multiplexed bead flow cytometry, RGS8-Galphao binding; actives lie on both sides; P09471; in the data active means response below about 60% or above about 140%; inactive means in between;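 further: Galphao activated as the GDP aluminium fluoride complex binding bead-coupled RGS8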
Bim-Mcl-1: human Bim-Mcl-1 interaction inhibition; Q07820; Bead-based flow cytometry, Bim peptide-Mcl-1 binding; inhibition, % at 10 µM; 190,000 tested, 0.1% active; in the data active means inhibition above about 40%;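 further: 0% = no compound tracer wells and 100% = peptide blocker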
ABCG2 inh: human ABCG2 inhibition, ABCB1 as counter-screen; AID 1325; Q9UNQ0; inhibition, % at 6.6 µM; 190,000 tested, 0.1% active; IgMXP3 cells, JC-1 efflux, flow cytometry;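 active means inhibition above 80%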;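 further: 0% = DMSO and 100% = nicardipine control wells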
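Assay system – ABCG2 IgMXP3 and barcoded ABCB1 CCRF-Adr cell mix · Input – 3 million cells/mL in well · Reagent – JC-1 fluorescent substrate · Compound – single test compound dose, 6.6 µM final · Timing – 10 min exposure at 25 °C with rotation, no wash · Detection – flow cytometry of retained JC-1 fluorescence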
Mcl1-Bid inh: Mcl-1/Bid interaction inhibition; TR-FRET Mcl-1/Bid-Dy647 peptide binding, 1536-well; inhibition, % at 21.7 µM; 220,000 tested, 0.97% active;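 active means compounds that cut the binding signal by more than half at the single screening dose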;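 further: His-tagged Mcl-1 with europium anti-His antibody binding Bid BH3 peptide; 0% = Mcl-1 plus peptide wells and 100% = peptide-only wells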
RGS4-Gao reg: modulates binding of RGS4 to human Galphao. Multiplexed bead flow cytometry; actives lie on both sides. 220,000 tested, 0.33% active. binding response (% of control), % at 10 µM; in the data active means binding response below about 49% or above about 150%; inactive means in between;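 further: fluorescent Galphao activated with aluminum fluoride binding bead-coupled RGS4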
* hit, by the source's call; ? = inconclusive; · = no result given.

Screens in order: Avidin fluor, RGS7-Gao reg, Mcl1 Noxa PPI, ABCB1 inh, GSH bead fluor, Pf gamet viab, RGS8-Gao, Bim-Mcl-1, ABCG2 inh, Mcl1-Bid inh, RGS4-Gao reg
- N#Cc1ccc(CSc2nnc(NC(=O)C3CCCO3)s2)cc1 (centres undefined)
    11, 98, -7, 0.5, 29, ·, 95, 1, 6, -9, 102
- S=C(NCC1CCCO1)N1CCN(c2cccc(Cl)c2)CC1 (centres undefined)
    22, 97, 35, 1.5, 14, -1, 97, 2, 8, -29, 93
- O=c1[nH]c(S)c(/C=C2\C=Nc3ccccc32)s1
    10, ?, 62*, ·, ·, 8, 99, ·, ·, -4, 102
- Cc1ccc(CNC(=O)c2ccccc2NC(=O)CSc2nnnn2C)cc1
    14, 100, 3, 0.6, 64, ·, 103, -3, 2, -5, 101
- Cc1cccc(C)c1NC(=O)c1cccc(COc2cc(Cl)ccc2Cl)c1
    3, 100, 4, 0.2, 7, 3, 103, -2, 5, -11, 100
- C=CCn1c(SCC(=O)N2CCN(C(=O)c3ccco3)CC2)nc2sc(CC)cc2c1=O
    11, 97, 5, 2.7, 52, ·, 100, 0, 4, -4, 98
- Oc1ccccc1-c1nc(NCc2ccco2)c2ccccc2n1
    11, 100, 29, -0.1, 6, 21, 97, 0, 0, -5, 99
- Cc1ccc(NC(=S)N2CCc3[nH]c4ccccc4c3C2)cc1
    6, ?, -7, ·, ·, 19, 100, ·, ·, -35, 102
- Cc1cc(C)c2c(N=CN(C)C)c(C(=O)N3CCN(c4ncccn4)CC3)sc2n1
    17, 103, -7, 2.3, 28, ·, 104, 1, 6, -19, 101
- CC1=C(C(=O)NC(C)c2ccccc2)C2(CCC(C)CC2)OC1=O (centres undefined)
    9, ?, 0, ·, ·, 9, 97, ·, ·, -51, 96
- COc1cc(NC(=O)c2ccccc2Cl)ccc1NC(=O)c1ccco1
    36, 101, -13, 0.5, 17, ·, 100, -1, 2, -1, 102
- O=C(O)/C=C/C(=O)NC1CCS(=O)(=O)C1 (centres undefined)
    15, 105, -1, 0.3, 9, 9, 102, -2, -1, -4, 101
- COCc1cc(C)nc(N2CCc3ccccc32)c1C#N
    15, 104, 6, 0.5, 28, ·, 104, -3, 7, -14, 103
- Fc1ccc(-c2n[nH]c(=S)n2/N=C/c2c[nH]c3ccccc23)cc1
    8, 100, 10, -1.0, 17, 2, 97, -5, -7, -14, 102
- Cn1c(CN2CCN(c3cccc(Cl)c3)CC2)nc2ccccc21
    4, 111, -15, 1.3, 21, 3, 118, 0, 23, -37, 107

More records follow.
Screens in order: Avidin fluor, RGS7-Gao reg, Mcl1 Noxa PPI, ABCB1 inh, GSH bead fluor, Pf gamet viab, RGS8-Gao, Bim-Mcl-1, ABCG2 inh, Mcl1-Bid inh, RGS4-Gao reg
- Clc1ccc(CSc2nnnn2-c2ccc3c(c2)OCO3)c(Cl)c1
    35, 98, 2, 0.4, 11, -8, 101, 0, 2, 5, 103
- O=C(COC(=O)/C=C/c1ccccc1Cl)NCc1ccccc1
    6, 94, 12, 0.4, 20, ·, 99, -5, 6, 4, 96
- CC(C)CNC(=S)NNC(=O)c1ccco1
    4, 100, 7, -0.5, 19, -14, 99, 0, -3, -35, 99
- O=C(N1CCOCC1)N1CCCC(c2nc(-c3cccs3)no2)C1 (centres undefined)
    11, 92, -3, 0.6, 14, ·, 98, 1, 6, -9, 95
- CC1(C)CC(=O)C2=C(C1)Oc1nc3ccccc3cc1C2C(C#N)C#N (centres undefined)
    9, 106, 21, 1.1, 14, 13, 108, 0, 1, -1, 104
- CCC(C)N1C(=O)CCC1C(=O)N1CCN(c2ccc(F)cc2)CC1 (centres undefined)
    5, 104, -6, -0.5, 39, ·, 103, -117, 0, -61, 105
- O=C(C[n+]1ccccc1)c1ccc(-c2ccccc2)cc1
    22, 101, 12, 0.1, 9, -5, 104, 0, 0, -15, 103
- COc1ccc2cc(C(=O)C3CCCN(C(=O)c4ccnn4C)C3)ccc2c1 (centres undefined)
    4, ?, 1, ·, ·, -5, 99, ·, ·, 8, 98
- Cn1c(=O)c2c(-c3ccccc3)n(-n3cnnc3)cc2n(C)c1=O
    25, 98, -9, 0.0, 13, ·, 101, -5, 1, -6, 103
- COCCCNC(=O)c1c[nH]c2ccc(S(=O)(=O)N3CCC(C)CC3)cc2c1=O
    10, 102, 14, -0.3, 16, 3, 103, -1, 0, 3, 98
- NNC(=O)c1cc2c(s1)CCCCCC2
    30, 95, -2, -0.2, 16, ·, 99, -4, -1, -14, 96
- CCC(=O)Nc1ccc(-c2nnc(SCC(=O)NCC3CCCO3)n2C)cc1 (centres undefined)
    13, 96, 20, 0.4, 12, 19, 99, -2, 3, -15, 99
- CCOc1cc(/C=N/NC(=O)OC)ccc1OCCSc1ccc(Cl)cc1
    10, 99, -6, 0.8, 13, 4, 99, -2, 13, -12, 97
- CN(Cc1ccccc1)Cc1nc2c([nH]1)c(=O)[nH]c(=O)n2C
    12, 99, ·, 0.9, 33, -12, 101, -4, 5, 97*, 98
- O=C(NCCNc1cc(Cl)ccc1[N+](=O)[O-])c1ccco1
    9, 103, -10, 0.7, 10, -35, 104, -3, 36, 10, 98

More structures follow:
Screens in order: Avidin fluor, RGS7-Gao reg, Mcl1 Noxa PPI, ABCB1 inh, GSH bead fluor, Pf gamet viab, RGS8-Gao, Bim-Mcl-1, ABCG2 inh, Mcl1-Bid inh, RGS4-Gao reg
- CCC(C)NC(=O)Nc1ccc(F)c(Cl)c1 (centres undefined)
    11, 105, -7, 0.5, 18, 10, 107, 0, 7, -28, 105
- CC1(C)CC(=O)C2=C(C1)N(CCN1CCOCC1)C1=C(C(=O)CC(C)(C)C1)C2c1ccc(Cl)cc1
    4, ?, 13, ·, ·, 4, 99, ·, ·, 42, 96
- Cc1ccc(S(=O)(=O)N2CCN(C(=O)c3ccccn3)CC2)c(C)c1
    10, 106, 8, 0.0, 12, -10, 104, -1, 0, -13, 99
- CCOC(=O)CN1C(=O)C2Cc3ccccc3CN2C1=S (centres undefined)
    5, 99, 0, -1.0, 17, ·, 95, -2, -3, 0, 100
- Cc1nc(-c2ccc(NC(=O)/C=C\C(=O)O)cc2)cs1
    10, 102, 13, 1.2, 71, ·, 102, 0, 1, 0, 101
- COc1ccccc1OCC(=O)NCCSCc1ccccc1Cl
    9, 90, 8, 1.7, 15, 10, 83, 12, 8, -24, 94
- O=C(/C=C/c1ccccc1)N1CCC(N2CCC(C(=O)N3CCOCC3)CC2)CC1
    3, 103, 13, 0.4, 10, 0, 106, -3, 0, -10, 102
- Nc1ccc(C(=O)OCC(=O)Nc2ccc([N+](=O)[O-])cc2C(F)(F)F)cc1
    12, 103, 38, 1.3, 20, ·, 101, -5, 35, -8, 102
- CC(C)(C)OC(=O)N1CCC[C@H]1c1nnc(SCc2ccccc2Cl)o1
    6, 94, -12, 0.0, 5, -17, 95, 0, 0, -58, 98
- O=C(O)c1ccn2c(C(=O)c3ccc(Cl)cc3)c(-c3ccccc3)cc2c1
    9, ?, 9, ·, ·, 3, 98, ·, ·, -71, 98
- O=C(NC(=S)NCCCN1CCOCC1)c1ccc(Br)cc1
    12, 106, -9, 1.0, 14, -7, 105, -3, 4, -27, 107
- CNC(=S)N/N=C(\C)c1ccc(Cl)s1
    9, 103, -50, 0.3, 10, -16, 104, 11, 11, -87, 96
- c1cc2nnnn2nc1N1CCCCC1
    9, 99, 5, 0.0, 13, 9, 98, 3, 0, 3, 97
- COc1ccc(C(=O)/C=C/c2ccc(O)cc2)c(O)c1CC=C(C)C
    9, 103, 0, -0.3, 17, -20, 101, 0, -4, -11, 101
- CCN1CCN(Cc2c(O)ccc3c2O/C(=C\c2ccccc2)C3=O)CC1
    27, 99, 7, 0.5, 20, 7, 98, 1, 2, -31, 99

Later entries
Screens in order: Avidin fluor, RGS7-Gao reg, Mcl1 Noxa PPI, ABCB1 inh, GSH bead fluor, Pf gamet viab, RGS8-Gao, Bim-Mcl-1, ABCG2 inh, Mcl1-Bid inh, RGS4-Gao reg
- Cc1ccc(N(CC(O)CN2CCCC2)S(=O)(=O)c2ccccc2)cc1 (centres undefined)
    8, 99, 5, 0.8, 20, 9, 98, -2, 2, -35, 101
- N/C(=N\OC(=O)COc1ccc([N+](=O)[O-])cc1)c1cccnc1
    9, 104, 13, -0.6, 11, -7, 101, -6, 1, -21, 100
- CCn1c(N)c(C(=O)N2CCOCC2)sc1=S
    31, 110, -4, 0.2, 11, ·, 99, 8, 4, -9, 104
- Nc1nonc1-n1nnc(C(=O)N/N=C/c2ccc(OCc3ccccc3)cc2)c1COc1ccc(F)cc1
    8, ?, -22, ·, ·, -18, 100, ·, ·, -42, 99
- O=c1c(Cc2c(F)cccc2Cl)c(O)ccn1C1CCCCCC1
    8, ?, 6, 0.0, 15, -11, 102, 1, 1, -14, 102
- O=S(=O)(c1cccs1)N1CCC(CO)(Cc2cccc(F)c2)CC1
    10, 100, -9, 0.7, 24, ·, 104, -2, 6, -18, 104
- Cc1ccc(-c2cn3cc([N+](=O)[O-])ccc3n2)cc1
    13, 101, 16, 0.8, 13, ·, 101, -2, 21, -14, 97
- CCOC(=O)c1c(NC(=O)CN2C(=O)NC(C)(c3ccc(OC(F)F)cc3)C2=O)sc(C)c1C (centres undefined)
    5, 101, -8, 4.7, 10, 14, 104, -3, 3, -6, 100
- COC(=O)Nc1nn(-c2ccc(OC)cc2)c(=O)c(C#N)c1C
    12, 102, -11, 0.5, 11, -1, 99, -1, 15, -33, 102
- O=c1c2sccc2nc(SCc2cc(=O)n3cc(Cl)ccc3n2)n1-c1ccc(F)cc1
    9, 98, 10, 6.9, 9, -7, 102, -7, 5, -22, 106
- Cc1nc2ccccc2c2oc(C(=O)NCC3CCCO3)cc12 (centres undefined)
    21, 97, -9, 0.9, 9, -4, 101, 0, 1, -46, 100
- Cc1ccc2[nH]c(=O)c(CN(Cc3cccnc3)C(=O)c3ccncc3)cc2c1
    3, 97, 27, -0.1, 12, -15, 93, -5, 2, -21, 95
